Kir21 block: blocks the mouse Kir2.1 inward-rectifier potassium channel; 0.85% of 310,000 active; AID 1672; B-score at 10 µM; P35561; HEK293-Kir2.1, FluxOR thallium flux fluorescence; stronger effect = lower value;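 active means fluorescence ratio B-score at or below minus 3 SD of library scores, with starting-brightness B-score within 2 SD, cut at about -4.2 in these data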;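 further: channel flux triggered by added potassium and thallium sulfate stimulus; B-score of peak minus minimum fluorescence over baseline after thallium stimulus; more negative B-score means stronger Kir2.1 block with less thallium influx; some compounds called inactive have numbers as strong as hits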
Target sequence (P35561 whole entry, looked up): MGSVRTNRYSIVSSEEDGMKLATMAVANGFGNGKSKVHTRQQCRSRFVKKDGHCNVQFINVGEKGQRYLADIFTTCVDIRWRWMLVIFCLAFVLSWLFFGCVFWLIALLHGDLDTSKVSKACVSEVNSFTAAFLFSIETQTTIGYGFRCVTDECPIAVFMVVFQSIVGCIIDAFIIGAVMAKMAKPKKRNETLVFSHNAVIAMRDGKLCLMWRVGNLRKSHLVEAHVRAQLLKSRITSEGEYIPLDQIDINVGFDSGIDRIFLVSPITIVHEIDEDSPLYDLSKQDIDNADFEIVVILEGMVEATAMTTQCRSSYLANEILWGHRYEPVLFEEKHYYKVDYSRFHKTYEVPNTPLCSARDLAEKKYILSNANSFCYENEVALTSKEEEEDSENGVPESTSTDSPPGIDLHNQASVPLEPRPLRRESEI
KCNQ2 block: KCNQ2 channel blockers in CHO-K1 cells – cell-based, FluxOR thallium flux, B-score, primary screen (AID 2156); 20 min; stronger effect = lower value; B-score at 10 µM; 1.1% of 310,000 active;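 active means fluorescence ratio B-score at most minus 3 library SDs, with starting brightness B-score within 2 library SDs, cut at about -5.5 in these data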
STK33 kinase inh: inhibitors of human STK33 kinase; Q9BYT3; purified STK33, MBP phosphorylation, ADP-Glo luminescence; inhibition, % at 10 µM; 0.073% of 320,000 active; AID 2661;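 active means inhibition at or above 25%, using the most active replicate where run in duplicate; inactive means inhibition below 25%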
Target sequence (Q9BYT3 whole entry, looked up): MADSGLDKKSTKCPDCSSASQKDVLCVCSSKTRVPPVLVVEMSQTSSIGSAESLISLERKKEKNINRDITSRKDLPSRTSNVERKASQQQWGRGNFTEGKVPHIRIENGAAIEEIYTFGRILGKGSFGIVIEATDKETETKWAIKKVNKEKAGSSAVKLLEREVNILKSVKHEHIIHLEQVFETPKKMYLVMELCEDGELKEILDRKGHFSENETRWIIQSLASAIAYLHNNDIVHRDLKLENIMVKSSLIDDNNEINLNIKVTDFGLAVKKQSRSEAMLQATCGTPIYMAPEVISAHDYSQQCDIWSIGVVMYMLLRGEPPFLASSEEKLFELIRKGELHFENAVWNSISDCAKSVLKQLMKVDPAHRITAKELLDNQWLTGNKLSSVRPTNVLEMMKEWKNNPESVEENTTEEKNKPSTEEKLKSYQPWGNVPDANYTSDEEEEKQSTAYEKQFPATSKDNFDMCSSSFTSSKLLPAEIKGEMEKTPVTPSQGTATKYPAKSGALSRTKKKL
An asterisk follows results filed as active; i = inactive; / = not tested or not shown.

compound | Kir21 block | KCNQ2 block | STK33 kinase inh
COc1ccc(OC)c(N2C(=NC(=O)C3CCCCC3)SC3CS(=O)(=O)CC32)c1 (configuration not stated) | 1.2 | i | 0.2
CN(Cc1cnn(-c2ccccc2)c1)C(=O)C1CCC(=O)N(C2CC2)C1 (configuration not stated) | 0.55 | i | 0.4
C=CCc1ccc(OCC(O)CN2CCCCC2)c(OC)c1 (configuration not stated) | -0.52 | i | -1.1
COc1ccc(/C=N/NC(=O)c2nn(C)cc2Br)cc1CSCc1ccco1 | 0.79 | i | 0.0
CCCCc1nc2sc3c(c2c(=O)[nH]1)CCC3 | -2.1 | i | 0.4
CCn1c(CSc2ncccn2)nnc1SCC(=O)N1c2ccccc2CC1C (configuration not stated) | 1.9 | i | -1.3
COCCCN1C(=O)C(=O)/C(=C(/O)c2ccc(C)cc2)C1c1ccccc1 (configuration not stated) | -1.2 | i | -0.5
COC(=O)C1=CN(Cc2ccc(OC)c(OC)c2)C=C(C(=O)OC)C1c1cccc(OC)c1OC | 0.79 | i | -1.0
COC(=O)C1CCN(C(=O)Cc2ccc(Br)cc2)CC1 | 1.5 | i | -1.2
O=C(CCC(=O)c1ccc(F)cc1)OC1CCOC1=O (configuration not stated) | -0.53 | i | -2.0
Cc1cccc(NC(=O)NCCc2ccc(Cl)cc2)c1 | -0.21 | i | 2.4
COc1cccc(N/C(SCc2cccc([N+](=O)[O-])c2)=C(/C#N)C(=O)NCc2cccs2)c1 | -0.18 | i | 0.4
O=[N+]([O-])c1cccc(/C=N/Nc2nccnc2Cl)c1 | 1.6 | i | 2.8
Cc1cc(C)n(C(=O)c2ccc(NC(=O)C3COc4ccccc4O3)cc2)n1 (configuration not stated) | -0.97 | i | /
O=C(CCN1CCCO1)NC1CCCc2c1cnn2-c1ccccc1F (configuration not stated) | 1.2 | i | -1.7
CCCN1CN(Cc2ccccc2)CNC1=S | 0.4 | i | -1.2
Cc1cc(C(C)(C)C)cc(C)c1C[n+]1ccc2ccccc2c1 | -1.4 | i | -0.7
S=C(Nc1ccccc1)N1CCOCCOCCN(C(=S)Nc2ccccc2)CCOCCOCC1 | 0.67 | i | -1.4
O=C(NC1CC(=O)N(c2ccccc2)C1)N1CCN(C(=O)c2ccco2)CC1 (configuration not stated) | 1.1 | i | -0.6
O=C(Oc1ccccc1)c1cc2ccccc2o1 | 1.1 | i | -0.6
CC(C)C(=O)NC(Nc1ccccc1F)C(Cl)(Cl)Cl (configuration not stated) | -4.5* | i | -1.8
O=C(Nc1ccc(Cl)cc1)C1CCCN(S(=O)(=O)c2cnc[nH]2)C1 (configuration not stated) | 1.4 | i | -0.7
CCOC(=O)N1CCN(CCC(=O)Nc2ccc(C)c(Br)c2)CC1 | -0.33 | i | 1.1
COc1ccc(NC(=O)Nc2cccc3ccccc23)cc1S(N)(=O)=O | -0.4 | i | -1.0
CCN1C(=O)c2ccccc2S(=O)c2ccc(C(=O)NCCCN3CCCC3=O)cc21 (configuration not stated) | 0.47 | i | 2.9
Cc1cccc(NC(=O)Nc2nnc(N3CCCCC3C)s2)c1C (configuration not stated) | -1.1 | i | -1.5
O=C(C[n+]1ccccc1)Nc1c(Cl)cc(Cl)cc1Cl | -0.19 | i | 2.7
COc1ccc(S(=O)(=O)Nc2cc(C(=O)NCCCOC(C)C)ccc2N2CCOCC2)cc1 | -0.01 | i | -1.3
COc1cccc(NC(=O)CSc2nc3ccccc3nc2N2CCCC2)c1 | -0.45 | i | -0.1
Cc1cccc(C)c1OCCNC(=O)C(=O)NCc1ccco1 | 1.1 | i | -0.2

Kir21 block: hit marks shown above.
compound | Kir21 block | KCNQ2 block | STK33 kinase inh
CC(C)C(=O)NC(Nc1ccccc1F)C(Cl)(Cl)Cl (configuration not stated) | -4.5* | i | -1.8

Following part.
compound | Kir21 block | KCNQ2 block | STK33 kinase inh
Cc1ccc(CNC(=O)CCC2CCCN(Cc3cccc4ncccc34)C2)o1 (configuration not stated) | 0.68 | i | -0.7
NC(=O)c1nnn(-c2cccc(C(F)(F)F)c2)c1-c1ccccc1 | 0.46 | i | -0.7
CCC1(c2ccc(Cl)cc2)NC(=O)N(Cc2ccc(C(=O)OC)cc2)C1=O (configuration not stated) | -0.39 | i | -0.1
COc1ccc(OCC(=O)Nc2cc(OC)cc(OC)c2)cc1 | 0.13 | i | -0.3
Cc1ccc(-c2nn(-c3cccc(F)c3)cc2CN(Cc2nccn2C)C(C)C)o1 | -0.46 | i | -0.2
Cc1cc(C)c2c(n1)sc1c(-c3ccccc3)c(C#N)c(N)nc12 | 0.71 | i | 0.0
CC1(C)CC(=O)C=C(NC2CCCC(O)C2)C1 (configuration not stated) | 0.43 | i | -0.5
CCCCOc1ccc(/C(O)=C2/C(=O)C(=O)N(Cc3cccnc3)C2c2ccncc2)c(C)c1 (configuration not stated) | -2.5 | i | /
COc1cc(C(=O)Nn2c(C)nc3ccccc3c2=O)cc(OC)c1OC | -1.3 | i | -1.1
O=C(CS(=O)CC(=O)N(c1cccc(F)c1)C(C(=O)NC1CCCCC1)c1ccco1)Nc1ccc(F)cc1 (configuration not stated) | -0.23 | i | 0.0
CCC(C)(C)n1nnnc1C(C(C)C)N(Cc1ccco1)Cc1cc2cc3c(cc2[nH]c1=O)OCO3 (configuration not stated) | 0.83 | i | 0.5
O=C(Cn1nnc2c(cnn2-c2ccccc2)c1=O)NCc1cccs1 | -0.03 | i | -1.9
C=CCn1c(CNC(=O)c2cccs2)nnc1SCC(=O)c1ccc(Br)cc1 | 0.59 | i | -0.7
O=C(/C=C\Nc1ccc(S(=O)(=O)Nc2ncccn2)cc1)c1cccc2ccccc12 | 0.56 | i | 0.0
CCCn1c(CCNC(=O)c2cccs2)nc2ccccc21 | -3.5 | i | 1.2
Cc1ccc(NC(=O)c2cc(S(=O)(=O)NCCC3=CCCCC3)ccc2F)cc1F | -1.7 | i | -0.4
Cc1occc1-c1nnc(SCC(=O)Nc2nc(-c3ccccc3)cs2)o1 | -0.26 | i | 0.2
Cc1cc(C(=O)CSc2ncccn2)c(C)n1Cc1ccco1 | 2.3 | i | -0.6
COCCNC(=O)C(c1ccccc1C)N(CCOC)C(=O)Cn1nnc2ccccc21 (configuration not stated) | -0.28 | i | -1.0
O=C(CSc1n[nH]c(-c2ccncc2)n1)Nc1ccccc1C(F)(F)F | 2.1 | i | 1.1
O=C1OC(Nc2ccc(F)c([N+](=O)[O-])c2)c2ccccc21 (configuration not stated) | 0.03 | i | 0.6
O=C(NCc1ccccn1)c1cccc(NS(=O)(=O)c2cccc(F)c2)c1 | 0.34 | i | -0.7
CCOc1cc(CN2CCN(CCc3ccccc3)C(CCO)C2)ccc1OC (configuration not stated) | 0.98 | i | -0.9
Cc1cccc(C2=N/C(=C\c3cccnc3)C(=O)O2)c1 | 0 | i | -0.2
CCOc1ccc(S(=O)(=O)NCCC(=O)N2CC(C)CC(C)C2)cc1 (configuration not stated) | -0.44 | i | -0.3
CN(C)S(=O)(=O)N(CC(=O)NCc1ccccc1)c1ccccc1 | 0.2 | i | -1.2
Cc1cccc(NNC(N)=S)c1 | 1.5 | i | 1.0
Nc1nc(SCC(=O)Nc2ccccc2)nc2nc3c(cc12)CCCC3 | 0 | i | 2.7
CC(Cc1ccccc1)NC(=S)CN1CCCC1=S (configuration not stated) | -4.6* | i | -0.8
Cc1ccc(N=Nc2c(N)n[nH]c2N)cc1 | -0.2 | i | -2.2

(listing goes on)
compound | Kir21 block | KCNQ2 block | STK33 kinase inh
O=C(Nn1c(-c2ccc(F)cc2)nc2ccccc2c1=O)C1CCCCC1 | 0.01 | i | 0.0
COc1cc(-c2nnc3sc(-c4ccco4)nn23)cc(OC)c1OC | 0.87 | i | 0.8
Cc1ccc(S(=O)(=O)N2CCOCC2)cc1NC(=O)C(c1ccc(Cl)cc1)C(C)C (configuration not stated) | -1.6 | i | -0.9
Cc1ccc(C(=O)Nc2ccc(S(=O)(=O)N3CCOCC3)cc2)cc1C | -1 | i | -0.1
COCC(COCCCNC(=O)Nc1ccc(Br)cc1)OC (configuration not stated) | 0.79 | i | -0.3
Cc1cccc(C(=O)NNC(=O)c2ccc(-c3ccccc3)cc2)c1 | 1.4 | i | 0.0
Cc1cc(C)c(C)c(S(=O)(=O)NCc2ccc(C(=O)N3CCOCC3)cc2)c1C | -1.9 | i | -1.1
CCOc1ccc2nc(N(CCN(CC)CC)C(=O)c3ccc([N+](=O)[O-])cc3)sc2c1 | 0.7 | i | -0.3
c1ccc2c(c1)nc(NC1CCCCC1)c1nncn12 | -0.09 | i | 0.0
Cc1cnc(NC(=O)Nc2ccccc2)c(C)n1 | 0.23 | i | 1.3
O=C(COC(=O)C1CC1)Nc1nc(-c2ccc(F)c(F)c2)cs1 | 0.15 | i | -1.8
CCN(CC)C(=O)CC(c1cc(OC)c(OC)c(OC)c1)c1c(O)cc(OC)cc1OC (configuration not stated) | 0.38 | i | 2.2
COc1cc(C(=O)N/N=C/c2coc3ccccc3c2=O)cc(OC)c1OC | 0.74 | i | 0.0
NC(=O)COc1ccc(C23CC4CC(CC(C4)C2)C3)cc1 | 1.1 | i | 1.2
CC(C)P(=O)(Cc1cccc(C#N)c1)C(C)C | 0.95 | i | -1.3
CC(C)N1CN=C(Nc2nc3ccccc3o2)NC1 | 2 | i | -1.0
O=C(CSc1nc2c(sc3ccccc32)c(=O)n1CCCN1CCCC1)NCc1ccco1 | -1.1 | i | 0.9
CC(=O)c1c(C)nc(-c2ccc(OCC(=O)Nc3ccccc3)cc2)n1O | 2.3 | i | -0.2
COC(=O)c1cn(C(=O)c2ccccc2Cl)c2ccccc12 | 0.53 | i | -0.5
Cc1ccccc1CNC(=O)C(=O)NCC1CCCN1S(=O)(=O)c1cccs1 (configuration not stated) | 0.32 | i | /
O=C(N1CCN(c2ccccc2F)CC1)C12CC3CC(CC(C3)C1)C2 | 0.21 | -7.6* | -1.0
Cc1ccc(-n2nc(C(=O)NCc3ccc(C)o3)c3c4ccccc4n(C)c3c2=O)cc1 | 0.12 | i | -2.2
CNS(=O)(=O)c1cccc(C(=O)OCC(=O)N2CC(C)OC(C)C2)c1 (configuration not stated) | -1.2 | i | -1.3
CCC(N)C12CC3CC(CC(O)(C3)C1)C2 (configuration not stated) | 0.21 | i | -1.0
CN(C)S(=O)(=O)N1CCN(c2cc(Cl)ccc2Cl)CC1 | -0.5 | i | -2.1
COc1ccc(/C=C/C(=O)NC(=S)NNC(=O)Cc2cccs2)cc1OC | 0.22 | i | 3.7
CCC(C)NC(=O)CNC(=O)Cn1c(C)cc2ccccc2c1=O (configuration not stated) | 0.09 | i | 0.4
CCN(CCNC(=O)C1CCCN(c2ncnc3c2nc2n3CCCCC2)C1)Cc1ccccc1 (configuration not stated) | -0.81 | i | -1.6
O=C1C2CC=CCC2C(=O)N1c1ccc(NCCc2ccc(Cl)cc2)c([N+](=O)[O-])c1 (configuration not stated) | 0.22 | i | -1.5
CCO[C@@H]1OC(C(=O)O)=C[C@H](c2csc3ccccc23)[C@H]1CCCO | -0.27 | i | -1.3

Complete entries, quoted from the list. Order of screens: Kir21 block, KCNQ2 block, STK33 kinase inh
Cc1cc(C)c(C)c(S(=O)(=O)NCc2ccc(C(=O)N3CCOCC3)cc2)c1C across the screens: -1.9, i, -1.1
O=C(CSc1n[nH]c(-c2ccncc2)n1)Nc1ccccc1C(F)(F)F across the screens: 2.1, i, 1.1
CCCCc1nc2sc3c(c2c(=O)[nH]1)CCC3 across the screens: -2.1, i, 0.4
COC(=O)C1CCN(C(=O)Cc2ccc(Br)cc2)CC1 across the screens: 1.5, i, -1.2
O=C(C[n+]1ccccc1)Nc1c(Cl)cc(Cl)cc1Cl across the screens: -0.19, i, 2.7

Fetched by compound from the list above:
compound | Kir21 block | KCNQ2 block | STK33 kinase inh
O=C1C2CC=CCC2C(=O)N1c1ccc(NCCc2ccc(Cl)cc2)c([N+](=O)[O-])c1 (configuration not stated) | 0.22 | i | -1.5
CCC(N)C12CC3CC(CC(O)(C3)C1)C2 (configuration not stated) | 0.21 | i | -1.0

The list goes on:
compound | Kir21 block | KCNQ2 block | STK33 kinase inh
O=C(Nc1ccccc1F)n1ncc2cc(Cl)ccc21 | 0 | i | -0.2
Cc1cc(Br)c(Cl)cc1NC(=O)CN1C(=O)C2C3CC(c4ccccc4)C(C3)C2C1=O (configuration not stated) | -0.53 | i | -1.0
Cc1cccc(-c2noc(-c3ccc(F)cc3)n2)c1 | -1.2 | i | 2.2
COc1ccccc1N1CCN(S(=O)(=O)CCNC(=O)c2ccccc2Br)CC1 | -0.39 | i | -1.2
c1ccc(Cn2nnnc2-c2ccco2)cc1 | 0.04 | i | -1.4
Cc1cccc(C)c1NC(=S)N(C)CCc1ccccn1 | 0.65 | i | -1.7
COc1ccc(OC)c2c(C)cc(N3CCCCCC3)nc12 | 0.01 | i | -0.8
C/C(CC(=O)Nc1ccc2c(c1)OCCO2)=N\NC(=O)Cc1ccccc1 | 0.48 | i | -1.6
O=C(C1CCCN(S(=O)(=O)c2ccc(Br)s2)C1)N1CCCCCC1 (configuration not stated) | -0.83 | i | -2.1
O=C(c1ccc(-c2ccccc2Cl)o1)N1CCN(S(=O)(=O)c2cccs2)CC1 | 0.55 | i | 0.5
C=C(C)Cc1c(C)c(C#N)c2[nH]c3ccccc3n2c1=O | -0.17 | i | 0.2
O=S(=O)(c1cc(F)ccc1F)N1CCC2(CC1)OCCN2S(=O)(=O)c1ccccc1 | -0.38 | i | 0.6
CCOC(=O)CC(=O)CSc1nnc(Cn2c(=O)sc3ccccc32)n1C | -0.86 | i | -2.1
COC(=O)c1nn(-c2ccc(C)cc2)c2nnc(Cc3ccccc3)c(=O)n12 | -0.65 | i | -1.0

Screens deposited in PubChem by several laboratories.
